LGR2 inh: blocks bursicon-induced cAMP signaling via Drosophila LGR2; HEK293 LGR2, CRE-luciferase, bursicon-stimulated, 4 h; inhibition, % at 9.99 µM; 0.35% of 380,000 active;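 active means drop in luminescence signal, shown as inhibition above about 50% in the replicate tests, limit read from the data, passing the limit was not always enough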;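 further: agonist challenge used bursicon conditioned medium at about half maximal strength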
Cneo AK release: Cryptococcus neoformans lysis via adenylate kinase release | 0.2% of 360,000 active | C. neoformans lysis, adenylate kinase release luminescence, 4 h; normalised: neutral wells 0, clomiphene wells 100 | lysis activity, % at 15 µM;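 active means mean lysis activity across replicates of at least 80%, whatever share of replicates individually reach that level; inactive means mean lysis activity below 80%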
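Assay system: C. neoformans cells. Amount: yeast cell density of 5 × 10^6 cells/mL. Technique: AK luminescence. Buffer or medium: YPD. Times: static 4 h at 37 °C with compound, 1 h detection. Dosing: single-point compound dose. Read-out: lysis from increased AK signal.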
EWS-Fli block: EWS/Fli transcriptional activity inhibition. A673 NR0B1-luciferase reporter, viability-normalised. inhibition, % at 12.6 µM. 0.67% of 350,000 active. AID 651661;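 active means mean inhibition of at least 50% after viability correction, with every replicate also passing that limit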;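 further: firefly luciferase signal divided by Alamar Blue viability fluorescence both relative to DMSO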
PAX8 inh HTS: lowers PAX8-driven luciferase in RMG-I cells; RMG-I TPO-luciferase reporter, SteadyGlo, 24 h; inhibition, % at 12.6 µM; 1.2% of 360,000 active; AID 652154;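 active means mean replicate inhibition at least 60% with every replicate also reaching 60%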;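 further: luciferase light reporting Pax8 driven TPO promoter activity; plate controls were median of neutral control wells for no effect and mitoxantrone controls for full effect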
Casp6 inh: blocks human caspase-6 cleavage activity; P55212; purified caspase-6, Z-VEID-R110 cleavage fluorescence; inhibition, % at 12.5 µM; 0.53% of 350,000 active;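 active means mean inhibition across replicates at least about 35%, with every replicate also reaching that limit, limit read from the data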;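 further: 0% = median of neutral control wells and 100% = no fluorescence left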
Target sequence (P55212 24-179 limits assumed): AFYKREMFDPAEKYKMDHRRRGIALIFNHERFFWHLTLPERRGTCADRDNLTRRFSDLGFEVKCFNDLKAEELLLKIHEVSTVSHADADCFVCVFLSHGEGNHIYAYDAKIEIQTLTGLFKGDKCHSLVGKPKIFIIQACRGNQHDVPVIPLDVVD
Target sequence (P55212 194-293 limits assumed): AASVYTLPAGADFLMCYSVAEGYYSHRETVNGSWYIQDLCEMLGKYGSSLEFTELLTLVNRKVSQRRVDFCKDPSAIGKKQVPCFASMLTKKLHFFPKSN
miR-122 sensor: blocks miR-122 activity in Huh7 sensor cells; Huh7 miR-122 Renilla luciferase sensor, 48 h; neutral wells = 0, positive control = 100; activation (reporter increase), % at 12.5 µM; 0.3% of 340,000 active; AID 602342;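 active means mean replicate activation score at least 90 and every replicate individually at or above 90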;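 further: higher luciferase means less miR-122 activity so hits act as miR-122 inhibitors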
FN deposition inh: fibronectin deposition inhibition; AH1F fibroblasts, Alexa488-fibronectin deposition fluorescence, overnight; 0.086% of 350,000 active; inhibition, % at 12.6 µM;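 active means mean inhibition across replicates of 30% or more, regardless of how many single replicates reach that level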;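 further: positive control wells lacked labelled fibronectin entirely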
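material = AH1F fibroblast monolayer depositing Alexa488-labelled fibronectin into matrix | amount = 10000 AH1F cells/well | buffer or medium = DMEM plus 2% serum, read in PBS | incubation = 1 h cell adhesion before compound, then overnight fibronectin incubation | detection = fluorescence at 485 nm excitation, 525 nm emission | evaluation = percent inhibition as loss of matrix-bound fibronectin fluorescence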
PGC1a acetyl inh: lowers PGC1a acetylation signal in U2OS cells; inhibition, % at 15.6 µM; AlphaScreen anti-acetyl-lysine; with virally co-expressed GCN5 acetyltransferase; 0.17% of 350,000 active;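 active means every replicate shows inhibition of at least 40%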;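 further: 0% = neutral control wells and 100% = positive control wells; some results beyond the cut were filed as inactive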
* = called active by the depositor; nt = not tested or not shown; & = joins results of further samples; [ ] = dose if it differs, or a comment.

molecule,LGR2 inh,Cneo AK release,EWS-Fli block,PAX8 inh HTS,Casp6 inh,miR-122 sensor,FN deposition inh,PGC1a acetyl inh
C[C@@H]1CN([C@@H](C)CO)C(=O)c2cc(NC(=O)CCN3CCOCC3)ccc2O[C@@H]1CN(C)Cc1ccccc1,-18,1,1,-15,3,6[16.7 µM],nt,nt
COc1ccc(C2(C)NC(=O)N(CC(=O)NCC(=O)Nc3ccc(F)c(F)c3F)C2=O)cc1OC (stereo unspecified),-8,0,4,19,-3,-7,3,16
CCOC(=O)C(=O)NC12CC3CC(CC(C3)C1)C2,4,nt,-2,32,-2,nt,2,nt
Cc1noc(C)c1NC(=O)N(C)C[C@H]1Oc2ccc(NS(C)(=O)=O)cc2CC(=O)N([C@@H](C)CO)C[C@H]1C,7,-1,3,-25,nt,5[16.7 µM],nt,-6
O=C(Nc1ccccc1)N1CCCC1,-1,0,nt,nt,-1,-7,nt,-9
CCCN1CNC(=S)N(CC2CCCO2)C1 (stereo unspecified),16,1,-9,-6,-3,-16,-4,nt
Cc1c(C(=O)NCCC#N)sc(=O)n1Cc1ccc(F)cc1,5,-1,-2,3,-1,nt,8,nt
O=[N+]([O-])c1ccc(C[n+]2cccc3ccc4cccnc4c32)cc1,10,nt,22,28,-8,-3,nt,-11
O=C(COc1coc(CN2CCN(c3ccccc3)CC2)cc1=O)NC1CCCCC1,4,-1,10,3,3,6,4,1
CC1(C(=O)NS(=O)(=O)c2ccc(Br)cc2)CCN1C(=O)CCc1ccccc1 (stereo unspecified),2,0,-41,16,2,0,12,9
COC(=O)CCN(Cc1ccccc1)S(=O)(=O)c1ccccc1Br,-12,1,8,-14,3,1,-15,-2
O=C(N/C(=C/c1ccco1)C(=O)N1CCOCC1)c1ccc([N+](=O)[O-])cc1,-5,0,nt,12,-2,nt,nt,nt
C[C@@H]1CCCCO[C@@H](CN(C)S(=O)(=O)c2cn(C)cn2)[C@@H](C)CN([C@@H](C)CO)C(=O)c2cc(NS(=O)(=O)c3ccc(Cl)cc3)ccc2O1,-3,1,-14,6,3,8[16.7 µM],-3,-6
COc1cc(-c2noc(C)c2C(=O)NCc2ccc3c(c2)OCO3)cc(OC)c1OC,9,1,-2,6,-11,-8,12,39
O=C(C(=Cc1ccc(F)cc1)C(=O)c1ccccc1)c1ccccc1,-43,nt,-63,-221,-3,nt,9,nt
Cc1ccc(NS(=O)(=O)c2cc(C(=O)NCc3ccccn3)ccc2Cl)cc1,-1,-4,4,nt,8,50,nt,-1
Cc1nc(N2CCN(C(=O)c3ccco3)CC2)c(C#N)c2c1CCCC2,-6,7,nt,-9,5,nt,1,nt
C[C@@H]1CN([C@@H](C)CO)C(=O)c2cc(NC(=O)Cc3cn(C)c4ccccc34)ccc2O[C@@H]1CN(C)Cc1ccc(C(=O)O)cc1,3,-1,4,8,4,-1[16.7 µM],nt,-1
CCOC(=O)CCCSc1nc2sc3c(c2c(=O)[nH]1)CCC3,nt,2,nt,-2,nt,3,-1,8
CO[C@@H]1CN(C)C(=O)c2cc(NC(=O)Cc3ccccc3)ccc2OC[C@@H](C)N(CC2CC2)C[C@H]1C,11,-6,1,-1,-1,nt,2,4
O=C(NCc1ccccc1)N1CCC(Cc2ccccc2)CC1,7,3,-16,-26,0,-6,3,9
O=C(Nc1c(-c2ccccc2)nc2ccccn12)c1ccco1,nt,6,nt,2,nt,-3,-1,-6
COc1ccc(S(=O)(=O)N(C)C[C@H]2OCCCC[C@@H](C)Oc3ccc(NC(=O)NC(C)C)cc3C(=O)N([C@@H](C)CO)C[C@@H]2C)cc1,0,-9,-5,-1,0,-6[16.7 µM],nt,7
COc1cccc(NC(=O)N2C[C@H](O)COC[C@@H]3O[C@H](CC(=O)NC4Cc5ccccc5C4)CC[C@H]32)c1,3,0,-16,18,0,-4[16.7 µM],-8,22
CCN(CC)CCNc1nc(-n2nc(C)cc2C)nc2sc3c(c12)CC(C)(C)OC3,1,nt,-12,-30,-7,nt,-1,nt
COCCN1C=C2C(=O)C(C)(OC(=O)CCc3ccccc3)C(=O)C=C2C=C1c1ccc(C#N)cc1 (stereo unspecified),-6,-5,-18,-23,7,-7,-15,5
O=C(O)CCCCC1SCC2NC(=O)NC21 (stereo unspecified),0,-1,-5,nt,-1,0,nt,3
CCCc1cn(CC[C@H]2CC[C@@H](NC(=O)Cc3cccnc3)[C@@H](CO)O2)nn1,14,45,-3,3,-1,nt,1,26
Cc1ccc(OCCOC(=O)C2CCN(S(=O)(=O)c3ccc(C)c(C)c3)CC2)cc1,3,1,2,0,2,-9,nt,-16
COc1cc(Nc2cccc[n+]2C)cc(OC)c1OC,4,3,-4,-10,-3,4,0,6
CCCCCCOC(=O)C(C#N)c1nc2ccccc2nc1N1CCOCC1 (stereo unspecified),nt,1,nt,nt,nt,-4,8,-4
CC(C)(C)NC(=O)COC(=O)Cc1ccc(Cl)cc1,nt,-2,nt,-17,nt,2,-1,1
CNc1nc(N/N=C/c2cc3c(cc2[N+](=O)[O-])OCO3)nc(Nc2ccccc2)n1,-13,nt,41,60,-2,nt,4,nt
COc1ccc(C(=O)NCC(c2cccnc2)N2CCN(c3ccccc3)CC2)cc1OC (stereo unspecified),15,2,1,-3,-2,nt,2,nt
CC(=O)N(C)C[C@@H]1[C@@H](c2ccccc2)[C@H](CO)N1C(=O)C1CC1,6,-1,-8,-8,-3,-7[16.7 µM],nt,-1
O=C(O)c1ccc2c(c1)ncn2C1CCCC1,-60,1,-12,-29,2,2,-19,-8

Sorted by value in miR-122 sensor (largest number first): 3 of the compounds above
compound | LGR2 inh | Casp6 inh | miR-122 sensor | PGC1a acetyl inh
O=C(O)CCCCC1SCC2NC(=O)NC21 (stereo unspecified) | 0 | -1 | 0 | 3
COCCN1C=C2C(=O)C(C)(OC(=O)CCc3ccccc3)C(=O)C=C2C=C1c1ccc(C#N)cc1 (stereo unspecified) | -6 | 7 | -7 | 5
Cc1ccc(OCCOC(=O)C2CCN(S(=O)(=O)c3ccc(C)c(C)c3)CC2)cc1 | 3 | 2 | -9 | -16

Additional compounds
molecule,LGR2 inh,Cneo AK release,EWS-Fli block,PAX8 inh HTS,Casp6 inh,miR-122 sensor,FN deposition inh,PGC1a acetyl inh
COc1ccc(Cc2nn3c(-c4ccccc4Br)nnc3s2)cc1,-1,0,nt,nt,-2,nt,nt,14
CO[C@@H]1CN(C)C(=O)c2ccc(NC(=O)Nc3cccc(Cl)c3)cc2OC[C@H](C)NC[C@@H]1C,28,-3,4,11,-3,15[16.7 µM],6&6,1
CC(=O)Nc1ccc(-c2ccnc3c2CC(C)(C(=O)Nc2ccccc2)O3)cc1 (stereo unspecified),3,2,-9,2,1,6,9,1
Cc1c([N+](=O)[O-])c([N+](=O)[O-])nn1CC(=O)N1CCOCC1,6,nt,2,3,2,nt,-6,nt
CC1CCC(NC(=O)c2cccn2C)CC1 (stereo unspecified),-43,4,-14,nt,5,8,-2,nt
CN(NC(=O)Nc1ccc(Cl)cc1)c1c(Cl)c(Cl)nn1C,13,-1,5,12,-1,nt,nt,nt
COc1ccccc1C#Cc1ccc2c(c1)O[C@H](CN(C)Cc1cncnc1)[C@@H](C)CN([C@H](C)CO)S2(=O)=O,7,-1,5,28,-3,17[16.7 µM],nt,-3
C[C@H]1CCCCO[C@H](CN(C)C(=O)Nc2ccc3c(c2)OCO3)[C@@H](C)CN([C@@H](C)CO)C(=O)c2cc(NS(=O)(=O)c3ccc(F)cc3)ccc2O1,4,0,8,22,nt,4[16.7 µM],-9,0
COc1ccc(C(=O)NCc2cccs2)cc1S(=O)(=O)N1CCOCC1,-4,-6,-19,-9,-4,0,5,2
Cc1ccc(C(=O)NC(=S)Nc2ccc3c(c2)OCCO3)c(C)c1,-50,3,nt,nt,nt,1,nt,10
COC(=O)c1ccc(CNC(=O)COC(=O)Cc2ccsc2)cc1,12,nt,6,1,-2,nt,7,1
CC[C@]12c3[nH]c4ccc(Cl)cc4c3CCN1C(=O)[C@@H](CC(=O)NCC13CC4CC(CC(C4)C1)C3)C[C@@H]2C(=O)N1CCN(C(=O)C2CC2)CC1,44,0,-4,48,3,-11,nt,6
Cc1ccc(CS(=O)(=O)Cc2ccc(C(=O)NCc3ccccn3)o2)cc1,16,-1,nt,nt,nt,-6,nt,5
COc1ccc(C(=O)CC(SCC(NC(C)=O)C(=O)O)c2ccc(Cl)cc2)cc1OC (stereo unspecified),4,-1,4,27,5,-9,6,-18
OC[C@H]1[C@@H](c2ccc(C#CC3CCCC3)cc2)[C@@H]2CN(CCC(F)(F)F)CCCCN12,7,51,52*,24,2,-29[16.7 µM],nt,-60
C[C@@H]1CN([C@H](C)CO)C(=O)c2cccc(NC(=O)Nc3ccc(C(F)(F)F)cc3)c2O[C@@H]1CN(C)S(=O)(=O)c1ccc(F)cc1,-6,-6,-28,-11,0,-6[16.7 µM],nt,9
COc1ccc(NC(=O)COC(=O)/C=C/c2ccccc2[N+](=O)[O-])cc1,-7,1,nt,nt,nt,9,nt,-9
CCNC(=O)[C@H]1[C@H](CO)[C@H]2Cn3c(ccc(C4=CCCCC4)c3=O)[C@H]2N1C(=O)c1cnccn1,9,-15,1,-3,2,7[16.7 µM],nt,nt
Cc1cccc(SCC(=O)Nc2ccc3c(c2)OCCO3)c1,-31,-4,nt,-36,1,-5,-1,-2
COc1ccc(/C=N\Nc2ccccc2[N+](=O)[O-])c(C(=O)O)c1OC,0,1,-8,3,0,-8,-4,2
O=C(Cc1ccccc1)N1CC[C@H]2[C@H](CO)Nc3ccc(C#Cc4ccccc4)cc3[C@H]21,7,-12,8,-16,-1,14[16.7 µM],3,-6
COc1ccc(NC(=S)NC(=O)c2ccccc2Cl)cc1,3,3,-47,-92,2,-2,-9,nt
C=CCN1C2CCCC1CC(NC(=S)Nc1ccc(Cl)cc1)C2 (stereo unspecified),18,nt,-8,20,-18,nt,3,nt
CC(=O)c1cccc(NC(=O)CSc2nc(=O)n(CCN3CCOCC3)c3c2CCCC3)c1,0,6,1,9,-2,nt,0,nt
S=c1[nH]c(-c2ccccc2)cn1/N=C/c1cccs1,-40,1,14,-19,-1,5,11,9
C[C@@H]1CCCCO[C@@H](CN(C)C(=O)Nc2ccc(C(F)(F)F)cc2)[C@@H](C)CN([C@H](C)CO)C(=O)c2cc(NS(=O)(=O)c3ccccc3)ccc2O1,5,1,-9,3,0,54[16.7 µM],1,-7
Cc1c(NC(=O)/C(C#N)=C/c2ccccc2)c(=O)n(-c2ccccc2)n1C,-4,nt,3,-7,nt,-8,1,-11
O=C(NC1CCN(C(=S)Nc2ccccc2Cl)CC1)C1CCCCC1,-4,-3,7,-7,-3,-1,-13,nt
COc1cc(NS(=O)(=O)c2c(C)[nH]c(C)c2C(=O)N2CCCC2)cc(OC)c1OC,13,0,nt,-13,-1,0,4,18
CCCOc1ccc(C(=O)N(Cc2cccs2)C2CCS(=O)(=O)C2)cc1 (stereo unspecified),1,8,6,-3,-3,5,nt,4
Clc1ccc(COc2ccccc2-c2ccnc3ncnn23)cc1,-29,nt,-44,-57,2,nt,2,-24
C[C@@H]1CCCCO[C@H](CN(C)C(=O)Nc2ccccc2)[C@@H](C)CN([C@H](C)CO)C(=O)c2cc(N(C)C)ccc2O1,13,-1,-5,-12,0,-1[16.7 µM],nt,1
COCC(=O)Nc1ccc2c(c1)C(=O)N(C)C[C@@H](OC)[C@H](C)CN(C(=O)c1cccnc1)[C@H](C)CO2,15,-2,-4,-16,-1,nt,-41,-4

Compound activity as filed in PubChem BioAssay.

This is a random part of the collection, and some 2.5% of all compounds hit somewhere here.
